TDP2 inh: blocks human TDP2 phosphodiesterase activity. recombinant TDP2, T5PNP hydrolysis, p-nitrophenol absorbance 415 nm. 370,000 tested, 0.34% active. inhibition, % at 12.8 µM. O95551;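 active = inhibition above the mean of all tested compounds plus 3 SD, set per campaign, cut at about 25% in these data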;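 also: 0% = DMSO with enzyme and 100% = buffer with substrate but no TDP2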
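Assay system: Recombinant human TDP2 | Quantity: 120 nM TDP2 per well | Incubation: 2 h at 37 °C | Signal: Epi absorbance | Evaluation: Percent inhibition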
rCAG RNA binder: molecules binding r(CAG) RNA repeats. 370,000 tested, 1.3% active. inhibition, % at 3 µM. r(CAG) RNA repeat, TO-PRO-1 dye displacement fluorescence. AID 651821;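 active = inhibition above the plate cutoff, the mean of all test compounds on that plate plus 3 SD, cut at about 35% in these data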;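 also: 0% = DMSO alone and 100% = 100 µM mitoxantrone as full dye displacement; higher means more dye released from RNA so lower well fluorescence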
NPR2 activator: GC-B (human) receptor activation | P20594 | HEK293-GC-B cells, CNP EC30, cGMP TR-FRET; 0% at EC30 CNP, 100% saturating CNP | activation, % at 10 µM | 370,000 tested, 0.11% active | AID 1920062;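 active = activation at 10 µM reaching about 35% in either raw or pattern-adjusted values, limit read from the data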
PRMT1 inh: PRMT1 (human) inhibition, primary screen; recombinant PRMT1, activity-based probe fluorescence polarization; inhibition, % at 2.79 µM; 370,000 tested, 1.3% active;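 active = inhibition above about 21% made by adding two undisclosed values, limit read from the data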
HTRA1 inhibitor: HTRA1 (human) protease inhibition. Q92743. recombinant HTRA1, FP-rhodamine activity-based probe, fluorescence polarization. inhibition, % at 5.96 µM. 340,000 tested, 0.5% active. AID 504803; in the data active = inhibition above about 36%;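 also: 0% = enzyme with DMSO and 100% = wells lacking enzyme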
LEDGF integ inh: blocks HIV-1 LEDGF/p75-dependent DNA integration; AID 743269; 370,000 tested, 0.64% active; inhibition, % at 3.7 µM; TR-FRET IN-LEDGF/p75 DNA integration, Eu/Cy5;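 active = inhibition above the screen-wide mean plus 3 SD, cut at about 13% in these data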;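 also: signal is the Cy5 over europium emission ratio at 671 and 618 nm; 0% = plate median of compound wells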
mABHD4 FP: ABHD4 (mouse) inhibition, primary FP screen | Q8VD66 | purified mABHD4, FP-Rh probe fluorescence polarization | inhibition, % at 8.92 µM | 370,000 tested, 0.54% active | AID 720543;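 active = inhibition exceeding the mean over every tested compound plus 3 SD, cut at about 30% in these data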;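 also: 0% = plate median of compound wells and 100% = S159A mutant with DMSO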
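assay system = mABHD4 protein | compound dosing = single nominal dose of 8.92 µM, 0.89% DMSO final | read-out basis = percent inhibition of probe binding, normalized to plate controls | schedule = Enzyme–compound pre-incubation 45 min, then probe 60 min, both 25 °C | detection = fluorescence polarization, excitation 525 nm, emission 598 nm, BODIPY TMR filters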
SIAE inh: blocks human sialic acid acetylesterase; Q9HAT2; SIAE FP-Rh probe binding, fluorescence polarization; inhibition, % at 9.66 µM; 370,000 tested, 0.69% active;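 active = inhibition above a cutoff: mean of compounds within the control limits plus 3 SD of those, cut at about 17% in these data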;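 also: 0% = plate median of compound wells and 100% = probe without SIAE protein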
Target sequence (Q9HAT2 whole entry, looked up): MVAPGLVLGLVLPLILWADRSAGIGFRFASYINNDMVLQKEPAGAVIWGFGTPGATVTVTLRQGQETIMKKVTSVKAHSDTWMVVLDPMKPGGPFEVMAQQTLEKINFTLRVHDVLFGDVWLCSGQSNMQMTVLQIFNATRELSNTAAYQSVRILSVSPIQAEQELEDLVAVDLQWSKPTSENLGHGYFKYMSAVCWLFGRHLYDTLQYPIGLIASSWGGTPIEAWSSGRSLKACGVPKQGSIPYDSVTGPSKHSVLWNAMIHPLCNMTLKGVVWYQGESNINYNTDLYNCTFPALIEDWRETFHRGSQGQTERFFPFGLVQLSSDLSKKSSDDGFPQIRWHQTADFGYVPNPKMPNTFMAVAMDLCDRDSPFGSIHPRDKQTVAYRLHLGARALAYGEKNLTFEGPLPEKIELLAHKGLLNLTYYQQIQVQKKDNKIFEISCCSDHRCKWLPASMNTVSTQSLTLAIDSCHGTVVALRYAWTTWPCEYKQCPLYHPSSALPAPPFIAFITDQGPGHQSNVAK
TCR CD3 inh: human TCR-CD3 binding inhibition; TAMRA-labeled TCR probe fluorescence, biochemical; inhibition, % at 9.4 µM; 360,000 tested, 0.37% active; in the data active = inhibition above about 19%;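 also: recombinant mutant TCR 2C K166C tagged with TAMRA read by polarization; 0% = receptor in buffer alone and 100% = receptor with positive control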
MBD2 inh: MBD2-methylated oligo binding inhibition. AID 686964. 370,000 tested, 0.31% active. Q9UBB5. inhibition, % at 4.4 µM. TR-FRET, MBD2 binding to methylated oligonucleotide; in the data active = inhibition above about 13%
Target sequence (Q9UBB5 whole entry, looked up): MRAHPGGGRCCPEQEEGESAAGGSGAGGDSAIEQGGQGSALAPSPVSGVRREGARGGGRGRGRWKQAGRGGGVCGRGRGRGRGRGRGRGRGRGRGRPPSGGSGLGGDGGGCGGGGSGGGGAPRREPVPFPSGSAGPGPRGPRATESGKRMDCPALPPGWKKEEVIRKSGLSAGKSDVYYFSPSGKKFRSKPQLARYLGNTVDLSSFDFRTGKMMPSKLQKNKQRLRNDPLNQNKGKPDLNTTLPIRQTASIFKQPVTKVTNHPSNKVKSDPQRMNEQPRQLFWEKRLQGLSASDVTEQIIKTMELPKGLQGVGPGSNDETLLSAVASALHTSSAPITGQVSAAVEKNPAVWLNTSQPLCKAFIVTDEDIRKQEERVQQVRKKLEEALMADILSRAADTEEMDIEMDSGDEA
* hit, by the source's call; . = no result given. Some of the compounds tested. The share of hits here may be higher or lower than overall.

SMILES	TDP2 inh	rCAG RNA binder	NPR2 activator	PRMT1 inh	HTRA1 inhibitor	LEDGF integ inh	mABHD4 FP	SIAE inh	TCR CD3 inh	MBD2 inh
O=C1c2ccccc2C(O)N1c1ccccc1 (centres undefined)	-12.3	-1.0	2.5	1.1	2.9	3.3	-0.1	5.5	-0.4	-2.1
Cc1cc([N+](=O)[O-])ccc1NC(=S)NC(=O)C(c1ccccc1)c1ccccc1	-6.5	6.5	0.7	-1.0	-72.0	-3.0	-0.4	-68.2	-0.1	4.3
O=C(Nc1ccccn1)c1cc(-c2ccc(Cl)s2)nc2ccccc12	1.9	4.8	2.0	-3.2	-42.7	2.5	-4.4	-25.7	-2.0	3.1
O=C(Nc1ccccc1Cl)NC1(C(=O)NCC2CCCO2)CCCCC1 (centres undefined)	3.3	-3.9	-2.0	-0.2	2.5	-3.2	0.9	-3.0	0.2	1.3
CCC(=O)CCC(=O)c1ccc2ccccc2c1	9.4	-3.6	-2.8	-2.2	-0.1	-0.2	-2.1	0.7	1.7	-6.0
Cc1nc2ccc(C(=O)c3ccccc3)cc2[nH]1	0.3	-0.7	-1.5	4.4	-2.2	1.7	-20.6	-5.3	-4.8	6.0
Cc1sc2ncnc(NCc3cccs3)c2c1C	-3.4	-1.1	2.7	7.0	-3.0	2.0	-20.0	5.5	2.6	-3.5
C#CCOCCOCCOCCNc1nc(N2CCN(C(=O)[C@H](CCCCN)n3cc(CN)nn3)CC2)nc(N2CCN(C(=O)[C@H](CO)n3cc([C@@H](N)C(C)C)nn3)CC2)n1	-7.0	7.7	-0.3	0.7	1.4	-2.1	-0.1	4.3	7.9	4.7
CCN1CCN(C(=O)CN(C)S(=O)(=O)c2ccc3ccccc3c2)CC1	3.2	-5.2	-1.3	1.1	3.5	0.3	4.2	-3.1	3.9	-6.3
CCN(CC)CCCNC(=S)N(CCO)Cc1cc2cc3c(cc2[nH]c1=O)OCO3	-8.7	-1.3	4.6	-1.6	5.6	6.1	3.3	-2.9	-1.7	-2.4
N#Cc1c(-c2cccc(Cl)c2)[nH]c(=S)[nH]c1=O	-11.3	6.9	-6.5	-4.7	-3.1	4.8	-5.8	-0.1	3.1	-2.5
COc1ccc(C(=O)Nc2ccccc2C(=O)N2CCOCC2)cc1OC	-13.6	0.1	0.1	-2.8	0.6	0.6	-7.3	-15.7	-6.2	-6.7
CCN1CCN(CC(=O)Nc2cccc(C)c2)C(=O)C1=O	-11.8	-1.0	-2.5	12.8	7.4	-2.3	-9.4	-3.9	-4.6	6.8
COc1cc(/C=N/n2nnnc2N)ccc1O	6.3	3.1	-1.3	3.0	4.5	-0.6	-1.1	-2.7	-10.9	2.2
COC(=O)c1cc(S(=O)(=O)Nc2cccc(-c3ccno3)c2)c[nH]1	2.6	2.9	-4.1	5.4	-2.6	-4.5	1.6	-3.0	-3.5	1.9
O=C(O)CCN1C(=O)/C(=C\c2cccc(Oc3ccccc3)c2)SC1=S	9.4	61.8*	-6.3	16.4	-44.0	-0.6	-12.3	-9.4	4.0	2.5
CCOC(=O)[C@H]1[C@H]2COc3ccc(C)cc3[C@@H]2N2C(=O)CN(Cc3ccccc3)C(=O)[C@@]12C	-0.7	-8.1	-3.8	-0.5	-1.1	-1.6	4.6	7.0	-2.0	2.1
Cc1ccc(S(=O)(=O)NNC(=O)C2COc3ccccc3O2)cc1 (centres undefined)	6.6	2.5	-1.7	0.9	0.9	-2.8	10.9	3.7	-5.7	2.6
O=C(CCCC(=O)N(CC(=O)NC1CCCCC1)CC1CCCO1)Nc1ccccn1 (centres undefined)	-4.4	-8.2	1.1	-1.7	-0.4	0.5	-2.2	-5.3	4.0	1.0
Cc1ccc(-c2cc(C(=O)N=Nc3c(O)[nH]c4ccccc34)[nH]n2)cc1C	2.5	26.7	-0.6	0.2	.	1.1	2.0	7.9	.	-1.9
Cc1cc(NC(=S)Nc2ccccc2)ccc1Br	0.4	-1.0	0.5	-0.6	-1.5	-1.4	-3.8	-4.0	-9.0	0.8
CN(C)C(CNC(=O)C1CCN(S(=O)(=O)c2cccc(C(F)(F)F)c2)CC1)c1ccccc1 (centres undefined)	4.2	-5.0	3.2	3.4	0.1	2.1	5.3	-10.5	-4.9	0.0
CN(Cc1cnn(-c2ccccc2)c1)C(=O)C1CCC(=O)N(C2CC2)C1 (centres undefined)	5.3	9.3	2.9	-0.2	4.1	0.9	1.8	0.5	4.9	0.2
CCCCOc1ccc(-c2cc(C(F)(F)F)c(C#N)c(SCC(=O)O)n2)cc1	5.6	6.5	-2.2	-1.7	-0.6	3.5	0.1	-1.9	1.1	4.6
C[C@H](CO)N1C[C@H](C)[C@H](CN(C)C(=O)Nc2ccc(N3CCCCC3)cc2)OCc2cnnn2CCCC1=O	8.9	5.5	0.2	-2.4	.	2.5	-10.3	-8.0	-4.0	-4.6
CCS(=O)(=O)c1ccc(-c2csc(-c3ccccc3Cl)n2)c(Cl)c1Cl	2.0	0.4	-0.7	5.4	1.5	1.4	-8.0	-7.0	4.2	0.4
CC(=O)c1cccc(NC(=S)NNC(=O)c2ccco2)c1	11.8	3.1	-2.7	-2.9	-0.9	1.0	-0.6	3.3	12.3	-2.5
O=C(O)CNC(=S)N(Cc1ccc(F)cc1)C1CCCCC1	7.1	3.6	3.5	3.9	6.0	-2.6	3.2	-2.5	0.6	6.5
COc1ccc(CNC(=O)CNC(=O)CNS(=O)(=O)c2ccc(C)c(C)c2)cc1	-12.1	-3.8	-5.2	-0.1	0.5	0.1	1.5	-4.5	4.2	-1.4
FC(F)(F)c1cccc(-c2cc3nc(NCCOc4ccccc4)ccn3n2)c1	-7.8	8.2	-7.0	9.2	.	0.0	-29.1	-23.9	3.3	6.4
CCOC(=O)Cn1cc(/C=N/NC(=O)c2ccc(C#N)cc2F)c2ccccc21	10.4	3.2	10.8	-1.7	3.4	2.0	4.4	-0.1	0.2	0.3
CCCCCCc1nnc(NC(=O)OCC)s1	8.6	-0.6	-3.0	-1.3	1.3	-0.9	-3.0	-0.1	-0.7	2.5
O=C(NC(=S)NCCc1ccccc1)C1CCCCC1	-15.5	-1.8	1.8	1.8	-4.7	-1.5	-6.2	-2.1	-0.9	1.5
Nc1nc(NC(=O)c2ccc(F)cc2)ns1	5.7	-0.8	0.7	4.2	-3.9	-1.3	0.5	-2.3	2.0	-1.1
Fc1cccc(Cl)c1CSC1=NCCS1	-9.5	0.5	0.1	-0.7	-7.0	0.7	-0.4	-0.5	-2.8	1.4
CSCC[C@H](CO)NC(=O)[C@H]1O[C@@H](n2cnc3c(N)ncnc32)[C@H](O)[C@@H]1O	-10.1	0.4	-3.5	-9.3	.	1.3	5.7	6.5	2.9	0.9
O=C(Nc1ccc(S(=O)(=O)Nc2ncccn2)cc1)C1CC(=O)N(c2ccc(Cl)cc2)C1 (centres undefined)	-8.6	9.0	1.7	-1.2	-1.1	-3.8	4.2	-8.0	4.2	3.2
Clc1ccccc1Nc1nc(-c2cccnc2)cs1	-16.8	3.8	4.1	1.8	-3.6	2.8	3.4	-0.2	1.1	-4.1
CCCOc1ccc(-c2c(=O)n(OCc3ccc([N+](=O)[O-])cc3)c3ccccc3[n+]2[O-])cc1	-5.9	0.6	6.6	0.2	5.7	-4.2	6.0	-1.1	-4.1	4.2
CCN(CC)C(=O)CC[C@@H]1CC[C@]2(CCCN(Cc3cccs3)C2)O1	-12.1	0.1	6.3	-2.1	.	0.2	6.5	13.3	.	1.9
CCOc1cc(CN2CCCC(N3CCN(c4ccc(F)cc4)CC3)C2)ccc1OC (centres undefined)	10.2	-9.7	6.6	6.0	-2.6	-3.0	-2.9	4.6	2.7	-2.3
O=C(NCC1CCCO1)C1CCCN(Cc2cnn(-c3ccccc3)c2-n2cccc2)C1 (centres undefined)	0.3	-5.5	0.5	-2.0	0.3	1.5	-2.2	-1.6	2.0	0.7
Cc1sc2nc(CSc3ccccc3)nc(N3CCN(C)CC3)c2c1C	5.7	-10.3	-5.0	-1.6	-15.9	-2.2	14.9	1.4	1.5	5.5
Cc1ccc(S(=O)(=O)N2C[C@H]3N(C(=O)OC(C)C)N(C(=O)OC(C)C)C[C@H](OC(=O)NC4CC4)[C@@]3(O)C2)cc1	5.3	-1.9	2.8	0.3	3.8	3.5	0.2	0.7	-2.9	-0.3
CC(=O)N1CCc2c(sc(NC(=O)C3CCCN3S(=O)(=O)c3cccs3)c2C(N)=O)C1 (centres undefined)	-10.2	5.9	4.8	9.4	-0.3	0.7	3.0	-11.1	-1.7	-4.0
O=C(O)c1cc(-c2ccc3c(c2)OCO3)nc2ccccc12	6.8	3.4	2.1	2.5	7.1	-2.1	0.3	7.3	5.6	2.8
CC1CCC(NC(=O)c2nc(Cn3ccc([N+](=O)[O-])n3)no2)CC1 (centres undefined)	1.2	0.5	-3.2	2.1	-0.2	-1.4	-0.8	2.5	-2.7	-0.2
COc1ccccc1NC(=O)c1c[nH]c2ccccc12	-8.4	0.9	2.2	-2.6	-14.6	4.5	-2.9	3.7	-6.2	-1.7
COC(=O)c1oc2ccccc2c1NC(=O)CN1CCCC1	-14.7	4.2	-1.0	-1.9	-1.6	0.7	-2.6	-1.6	-6.2	1.8
CN(C)C(=O)c1ccc(NC(=O)c2cc(-n3cnnc3)ccc2Cl)cc1	-0.8	2.9	3.1	4.1	3.6	-0.5	-0.6	-1.7	-0.2	7.4
COc1ccc(C)cc1NC(=O)C(c1ccccc1)N1CCN(CC(=O)NC2CC2)CC1 (centres undefined)	8.9	-8.4	-9.0	-0.3	-8.6	-1.2	-2.8	-1.9	-3.5	-2.1
O=C(O)c1cnc(-c2ccccc2)nc1-c1ccccc1	11.0	1.3	4.2	-3.4	-7.8	1.2	-2.5	-3.2	1.4	2.5
Cc1cc(C)n2nc(C(=O)Nc3ccc4c(c3)OCCO4)nc2n1	6.0	2.3	8.1	1.0	9.5	-2.0	3.0	4.0	-0.1	0.8
COc1cccc(NC(=O)C(=O)NCC2CCCN2S(=O)(=O)c2cccs2)c1 (centres undefined)	0.0	5.3	4.6	-2.3	-7.8	-2.2	-6.1	8.8	2.8	-2.0
COC(=O)c1ccc(/C=N/NS(=O)(=O)c2cc(C)ccc2C)cc1	8.7	7.1	3.0	1.8	9.1	0.9	-5.4	5.0	-1.1	3.3
